Screening results (PubChem)
KLF5 inh = suppresses KLF5 promoter-driven expression; DLD-1 KLF5 promoter-luciferase reporter, luminescence; inhibition, % at 5 µM; 290,000 compounds, 0.23% hits; AID 1700;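 active means inhibition above a per-plate limit of that plate's mean compound inhibition plus 3 SD, cut at about 60% in these data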;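 further: 0% = DMSO wells and 100% = LY294002 at 200 µM; higher means less KLF5 promoter-driven luciferase light; inactives centre near -14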
HIF act = HIF pathway transcriptional activation. U2OS HRE-luciferase reporter, luminescence; normalized: DMSO 0%, desferrioxamine 100%. activation, % at 7.5 µM (by protocol). 300,000 compounds, 0.32% hits. AID 1910;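 active means mean activation of at least 10% of the iron chelator positive control signal, with at least half of replicates also reaching 10%; inconclusive means mean and replicate majority disagree about reaching 10%; inactive means mean and most replicates under 10%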
Platelet DG rel = modulates dense granule release in human platelets; human platelet-rich plasma, SFLLRN dense granule ATP release, luminescence; inhibition, %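 (compounds screened at 7.5 µM in platelet-rich plasma)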; 300,000 compounds, 0.22% hits; AID 1663;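 active means mean replicate score, as percent of positive control, at or above 50; inconclusive means mean below 50 but at least one replicate at or above 50; inactive means mean and every replicate below 50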
HSF1 inhib = HSF1 inhibition; NIH3T3-HGL HSE-luciferase, MG132-induced, luminescence 8 h; stronger effect = lower value; 300,000 compounds, 0.77% hits; activity change, negative = inhibition, % at 7.5 µM (by protocol);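 active means more than half of replicate wells show activity change below -50%, luminescence cut by over half; inconclusive means some wells, but at most half, below -50%; inactive means no replicate well below -50%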;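 further: luciferase reports HSF-1 transcriptional activity via heat shock element; 0% = median of DMSO wells and -100% = zero luminescence signal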
AI-2 QS modul = Vibrio harveyi AI-2 quorum sensing modulation; activity change, % at 7.5 µM; AID 2094; Vibrio harveyi JMH597 AI-2 luminescence/OD600 ratio, 9 h; stronger effect = lower value; strain lacks LuxN and CqsS sensors; 0 = neutral-control median; 300,000 compounds, 0.4% hits; in the data active means activity change below about -75%, passing the limit was not always enough; inconclusive means no clear call, values can overlap the other calls;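 further: luminescence divided by OD600 gain over 9 h not by final OD600 alone; inactives centre near 13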
IEC-6 tox = IEC-6 cytotoxicity, counter-screen for KLF5 inhibitors; luminescence viability; inhibition, % at 5 µM; 290,000 compounds, 0.78% hits; AID 1825; in the data active means inhibition above about 22%;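 further: 0% = plate median of test compound wells and 100% = cytotoxic reference compound wells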
aSyn 5UTR inh = 5' untranslated region of α-synuclein, MLPCN primary screen | alpha-synuclein 5'UTR reporter, inhibitor activity | inhibition, % (tested at 7.5 µM) | 300,000 compounds, 0.82% hits; in the data active means inhibition above about 60%; inconclusive means no clear call, values can overlap the other calls;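 further: H4 neuroglioblastoma cells stably carrying SNCA 5'UTR luciferase fusion; 0% = DMSO wells and 100% = positive control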
HDAC3 inh = blocks human histone deacetylase 3 | O15379 | recombinant HDAC3, fluorogenic peptide/trypsin coupled, fluorescence | inhibition, % at 8.3 µM | 320,000 compounds, 0.15% hits | AID 2718; in the data active means inhibition above about 26%, passing the limit was not always enough; inconclusive means no clear call, values can overlap the other calls
Target sequence (O15379 whole entry, looked up): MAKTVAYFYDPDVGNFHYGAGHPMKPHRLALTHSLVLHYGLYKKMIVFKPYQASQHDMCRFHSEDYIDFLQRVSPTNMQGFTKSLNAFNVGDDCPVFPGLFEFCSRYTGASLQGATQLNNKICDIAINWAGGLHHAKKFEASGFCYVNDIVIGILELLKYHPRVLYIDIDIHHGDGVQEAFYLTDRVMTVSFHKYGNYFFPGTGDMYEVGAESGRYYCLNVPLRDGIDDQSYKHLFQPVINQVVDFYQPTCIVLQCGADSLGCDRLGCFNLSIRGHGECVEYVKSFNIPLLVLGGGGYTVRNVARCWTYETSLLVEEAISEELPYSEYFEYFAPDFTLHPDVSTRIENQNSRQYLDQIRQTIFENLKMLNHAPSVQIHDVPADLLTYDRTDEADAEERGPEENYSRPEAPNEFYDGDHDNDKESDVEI
HSP90 inh = HSP90 refolding inhibition in rabbit reticulocyte lysate; luciferase refolding luminescence, 3 h; 290,000 compounds, 0.91% hits; AID 1789; inhibition, % at 5.6 µM;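 active means inhibition above the screen-wide mean plus 3 SD, computed separately per campaign, cut at about 16% in these data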;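 further: 0% = DMSO wells and 100% = 60 µM geldanamycin wells; inhibitors lower the luminescence because luciferase stays unfolded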
HSF-1 act = increases HSF-1 driven luciferase reporter signal; NIH3T3-HGL HSF-1 luciferase reporter, MG132, 8 h; 100% = twice DMSO control signal; activation, % at 9 µM; 300,000 compounds, 1.7% hits; AID 504408;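 active means mean replicate activation of at least 50% with a set share of replicates each reaching 50%; inconclusive means only one of those two conditions met; inactive means mean below 50% and too few replicates reaching it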;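 further: 0% = median of the neutral control wells and 100% = twice that signal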
An asterisk follows results filed as active; ? = inconclusive; / = not tested or not shown.

mol,Platelet DG rel,HSF1 inhib,aSyn 5UTR inh,KLF5 inh,HSF-1 act,HIF act,AI-2 QS modul,HDAC3 inh,HSP90 inh,IEC-6 tox
CC1=C(C(=O)OCc2ccccc2)C(c2ccc(C)o2)C2=C(CCCC2=O)N1 (stereo not drawn),1,1,-5,19,8,-2.4,21,?,10,5
O=C(O)c1ccc(/C=N/Nc2ccc(S(=O)(=O)N3CCCC3)cc2[N+](=O)[O-])cc1,1,-7,-22,0,-2,-0.1,22,-3,1,7
Cc1ccc(Sc2nnc(-c3ccccc3)cc2C#N)cc1,-33,-1,-4,-14,3,0.2,0,0,2,-4
COc1ccc(/C=N/N=C/c2ccc(OC)c(OC)c2)cc1OC,-2,-4,7,13,-3,1.1,4,8,1,-4
COc1ccc(NC(=O)CN(c2cccc(F)c2)S(C)(=O)=O)cc1OC,-2,1,-1,-22,-6,-0.3,6,0,0,-1
N#C/C(=C(/O)CN1CCCC1)c1nc(-c2ccccc2)cs1,1,5,-115,-41,9,1.6,21,2,1,4
COc1cc(C)ccc1OCCCCNCc1ccccc1,2,-4,-12,9,-11,0.9,16,1,-2,-7
COc1ccc(CCNC(=O)CSc2nc3[nH]ncc3c(=O)n2-c2cccc(C(F)(F)F)c2)cc1OC,10,0,12,-16,-1,-0.9,12,-2,-1,2
Cn1cc(CN2CCC(C(O)c3cccs3)CC2)c(-c2ccccc2F)n1 (stereo not drawn),12,-2,-6,2,-2,0.1,12,/,2,5
CCc1ccccc1NC(=O)C1CC(c2ccc(F)cc2)=NO1 (stereo not drawn),4,0,15,-4,-2,-0.1,10,7,-2,-13
CCCCn1c(=O)c(CCC(=O)OCC(=O)Nc2cc(Cl)ccc2OC)nc2ccccc21,5,-6,-2,-3,13,0.3,-3,-3,-1,8
O=C(NCCCN1CCCC1)c1ccc(Cn2c(=S)[nH]c3ccc(Br)cc3c2=O)cc1,-1,-3,-28,7,10,0.3,14,9,6,-2
O=C(CSc1ncccn1)N1CCN(Cc2ccccc2)CC1,-6,-5,1,1,16,0.6,5,8,5,4
C=CCn1c(SCC(=O)Nc2cc(C)on2)nc2sc3c(c2c1=O)CCCC3,/,/,/,-21,/,/,/,2,2,3
CCC1=C(OC(=O)N(CC)CC)N2C(=O)OC(=NCCOC)[C@]2(Cc2ccccc2)[C@H]2C1=CC[C@H]1C(=O)N(C)C(=O)[C@H]12,-1,-3,10,/,-6,-4.5,15,-1,/,/
Cc1ccc(NCCC(=O)c2cccc([N+](=O)[O-])c2)c(C)c1,0,-18,-201,-55,-14,3.7,5,6,13,1
O=C(O)c1ccc(NC2OC[C@@H](O)[C@H](O)[C@H]2O)cc1 (stereo partly drawn),-1,-8,-20,/,-8,0.2,-1,6,/,/
O=C(N/N=C/c1ccncc1)c1cccc(S(=O)(=O)Nc2ccc(Cl)cc2)c1,-46,2,3,-8,14,0.0,-3,-2,3,7
COc1ccc(CNC(=O)CSc2nc3[nH]ncc3c(=O)n2-c2ccccc2Br)cc1,1,14,4,-19,4,-1.0,14,-3,0,-3
Cc1sc2ncn(CC(=O)N(CC(=O)NC3CCCC3)Cc3cccs3)c(=O)c2c1C,2,-7,22,-1,6,-0.4,36,2,-4,-7
CC(C)N(CCCNC(=O)CC1Oc2ccccc2NC1=O)Cc1ccccc1 (stereo not drawn),18,2,-13,-11,-1,/,17,2,-2,-4
CCOC(=O)N1CCN(C(=O)COc2ccc(Br)cc2Cl)CC1,0,7,12,-15,29,0.2,31,0,1,-1
c1ccc2c(N3CCCC3)nc(-c3ccncc3)nc2c1,11,-8,24,-29,-15,-0.2,12,0,0,-10
O=S(=O)(NCc1ccccc1)c1ccc(-n2cccn2)cc1,-10,-6,6,-9,4,/,11,-13,6,0
CCN(CC(=O)Nc1ccc(NC(C)=O)cc1)C(=O)CSCc1c(C)noc1C,13,-4,3,/,-5,-0.4,3,-2,/,/
COc1cccc(CN2CCNC(=O)C2CC(=O)NCC2CCOCC2)c1 (stereo not drawn),6,-7,18,-17,-11,0.6,-8,/,3,-2
CCN(CC)CCCNC(=O)C1c2ccccc2C(=O)N(CCOC)C1c1ccc(F)cc1 (stereo not drawn),-2,3,-3,-21,-6,-0.8,11,-2,2,0
Cc1c(OCC(=O)NCCCn2ccnc2)ccc2c3c(c(=O)oc12)CCC3,0,-1,-23,-16,-8,-0.2,12,-3,-2,-2
CCCOc1nc(SCCC)nc2c1cnn2-c1ccccc1,8,4,7,-36,2,-0.2,9,-3,0,-1
O=C(NCc1cccc(Cl)c1)C1CCN(S(=O)(=O)c2ccc(F)cc2)CC1,13,7,28,6,3,0.0,-9,1,-1,7
CCCNC(=O)COC(=O)c1ccccc1OCc1ccc(Cl)cc1,-1,16,6,-20,34,-2.4,14,1,2,1
Cc1ccccc1NC(=O)Cn1c(=O)n(C)c2ccccc21,3,0,17,1,14,0.1,13,0,3,6
CCOc1c(Br)cc(/C=C2/SC(=O)N(CC(=O)N3CCCC3)C2=O)cc1OC,-7,0,-3,6,15,-0.6,-14,-7,0,-1
Cc1cccc(OCCCC(=O)Nc2ccc(N3CCOCC3)cc2)c1,-7,-1,-33,2,-3,-0.4,21,-4,1,4
COC(=O)c1ccc(Nc2nc(C)nc3c2nnn3Cc2ccccc2)cc1,-1,-1,0,-5,-12,0.5,10,5,1,-4
O=C(NCc1ccccc1Br)c1ccncc1,-17,-7,4,-15,3,-0.3,-2,1,2,0
c1ccc(CCSc2nccn2-c2ccccc2)cc1,-18,36,-121,-88,58*,2.8,19,8,0,-4
CC(C)C(C)(C#N)NC(=O)CSc1nnc(-c2ccccc2)o1 (stereo not drawn),-7,-3,24,-40,-3,0.1,26,0,4,-2
O=C(Nc1ccc(-c2n[nH]c(=S)o2)cc1)c1ccccc1Cl,1,7,-13,-52,14,1.6,23,3,-1,3
CCc1ccccc1NC1=NCC(=O)N1Cc1ccc2c(c1)OCO2,1,3,3,5,-6,-1.4,19,-8,2,2
Cc1cc(N=CC2=C(O)CC(C)(C)CC2=O)no1,0,1,5,-31,11,0.1,17,-4,-3,4
O=C(c1cc(=O)c2cc(Cl)ccc2o1)N1CCN(Cc2ccccc2)CC1,7,-3,9,-2,27,-1.5,-3,1,-4,-3
CCC(C)n1c(SCC(=O)NCc2ccco2)nnc1-c1cccc(S(=O)(=O)N2CCOCC2)c1 (stereo not drawn),1,-1,13,-24,-10,-0.3,16,/,-8,-1
CNC(=O)c1sccc1-n1cccc1,-1,-11,-6,-5,3,-1.3,23,3,0,-6
Cc1c(NC(=O)C(C)OC(=O)c2ccc(Br)o2)c(=O)n(-c2ccccc2)n1C (stereo not drawn),-6,-3,-7,-4,3,-0.3,15,-2,-1,2
CC(=O)Nc1ccccc1NC(=O)c1ccccc1-c1ccccc1,4,-1,-5,-44,-3,-2.2,17,-9,4,-12
CC(C)n1c(N)c(C#N)c2ccc([N+](=O)[O-])cc2c1=O,-3,-2,40,-19,-9,-0.4,36,4,0,2
COC(=O)CSc1nnc(-c2ccc(NS(=O)(=O)c3ccccc3)cc2)o1,30,0,-11,-5,-9,-0.3,20,13,2,3
COc1ccccc1C(=O)Nc1ccc2c(c1)nc(CCNC(=O)c1ccco1)n2C,1,13,-295,28,6,3.3,2,-8,1,69*
C=CCC1C=CCC(CC=C)N1C(=O)c1ccccc1[N+](=O)[O-] (stereo not drawn),15,-2,14,-26,0,-0.2,17,0,6,3
COc1ccccc1-n1ccnc1SCC(=O)NCc1ccco1,1,-2,1,-5,5,-0.7,5,5,-2,3
NS(=O)(=O)c1ccc(CNC(=O)/C=C/c2ccco2)cc1,-5,1,-15,0,-5,-0.3,14,5,3,2
Cc1cc(Nc2ccc3c(c2)OCCO3)c2cc(Cl)ccc2n1,-16,-58*,35,5,-58,-1.0,16,-2,-1,10
O=C(NCC(=O)N(CC1CCCO1)C(C(=O)NC1CCCCC1)c1ccccc1)c1ccco1 (stereo not drawn),-9,1,-18,-14,11,0.0,15,-5,1,-2
CCC(=O)Nc1ccc(NC(=O)C23CC4CC(CC(C4)C2)C3)cn1,-11,2,-94,-24,20,-54,15,8,4,8
CCCN(CCC)Cc1c(C(=O)N/N=C/c2c[nH]c3ccccc23)nnn1-c1nonc1N,-2,7,18,-25,-2,-0.1,2,32*,1,-7
CC1CC(C)CN(C(=O)c2cc3ccccc3o2)C1 (stereo not drawn),-14,13,-70,/,16,1.8,0,-2,/,/
O=C(CNC(=O)C1CCCCC1)Nc1ccccc1,-3,1,3,-1,4,0.0,25,3,-3,-4
O=C(c1ccco1)C(O)c1ccco1 (stereo not drawn),-4,-3,-2,-18,29,0.0,8,-3,2,5
CCOc1ccccc1NC(=O)C(NC(=O)C1CCC(C)CC1)C(C)C (stereo not drawn),1,-2,-6,6,-1,0.0,10,-8,3,-6

Next records follow.
mol,Platelet DG rel,HSF1 inhib,aSyn 5UTR inh,KLF5 inh,HSF-1 act,HIF act,AI-2 QS modul,HDAC3 inh,HSP90 inh,IEC-6 tox
COc1ccc(NC(=O)C(=O)c2cn(CC(=O)N3CCCC3)c3ccccc23)cc1,4,-24,105*,59,-23,0.8,1,7,-5,93*
Cc1ccc(CONC(=O)c2ccc(OC(F)F)cc2)cc1,-3,-3,-4,-2,3,1.0,29,4,0,6
CCCCCCCCCn1c2c(c(=N)c3c1CCC3)CCC2,-8,6,86*,52,12,-1.7,34,-1,-2,44*
Cc1cc2c(cc(C(=O)N3CCC(C(=O)N4CCCC4)CC3)n2Cc2c(F)cccc2Cl)o1,0,-7,0,-27,-4,-0.6,35,/,-1,-3
Cc1ccc(NC(=O)NC(=O)N(C(C)C)S(=O)(=O)c2ccc(C)cc2)cc1,-3,6,-30,-43,6,1.3,21,3,-7,4
CCn1c(=O)n(CC)c2cc([N+](=O)[O-])ccc21,-7,-3,11,-20,2,-0.1,28,5,0,4
COc1cccc(CNC(=S)NC2CC2)c1,-2,-3,-8,-18,5,-0.8,-8,-11,-2,-3
c1ccc(N2CCN(c3nc(NCc4ccco4)c4ccccc4n3)CC2)cc1,-12,11,-24,-21,20,0.0,5,-1,8,0
CC(C)CN(C(=O)COC(=O)C1c2ccccc2Oc2ccccc21)C1CCS(=O)(=O)C1 (stereo not drawn),/,/,/,-5,/,/,/,5,1,-7
NC(N)=N/N=C/c1ccc(Cl)cc1Cl,-1,-10,-36,-6,8,0.4,15,2,-6,7
CCc1ccc(N2CC(C(=O)Nc3ccc(S(=O)(=O)Nc4nccs4)cc3)CC2=O)cc1 (stereo not drawn),-4,-3,6,-27,-11,0.6,22,-2,2,6
CNC(=O)c1cc(S(=O)(=O)NC2CCCCCC2)ccc1C,-4,1,11,-23,2,0.3,18,/,2,-1
